MIN6 prolif: inducers of MIN6 beta-cell proliferation, primary screen, ATP luminescence, uHTS; MIN6 cells proliferation, ATPlite luminescence, 48 h; cells starved in 0.2% serum; 100% = growth in 10% serum; proliferation, % at 10 µM; hit rate 0.29% among 330,000;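 active means compounds whose signal lies at least 3.5 SD above the mean of all wells on their plate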;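 further: 0% = DMSO-treated cells in low-serum medium and 100% = 10% serum control; some compounds called inactive have numbers as strong as hits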
tim10-1 inh: growth inhibitors of tim10-1 mutant yeast, primary screen, luminescence, uHTS; S. cerevisiae tim10-1 ts strain growth, BacTiter-Glo, 24 h; inhibition, % at 20 µM; hit rate 2.2% among 330,000; AID 463190, 2010;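 active means inhibition of at least 40%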;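 further: mutant grown at 25 °C; 0% = DMSO wells with yeast and 100% = wells holding no yeast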
TIM10 inh: growth inhibitors of isogenic TIM10 control yeast, primary screen, counter-screen for tim10-1 yeast inhibitor project, luminescence, uHTS; S. cerevisiae TIM10 strain growth, BacTiter-Glo luminescence, 24 h; inhibition, % at 10 µM; hit rate 1.4% among 330,000; AID 463195, 2010;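 active means inhibition of 40% or more at the single tested concentration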;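 further: wild-type TIM10 isogenic control strain grown at permissive 25 °C; 0% = DMSO yeast wells and 100% = minimal medium wells without yeast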
NLRP3 yeast inh: NALP3 inflammasome inhibitors in reconstituted yeast, primary screen, luminescence, uHTS. hit rate 0.39% among 330,000. Yeast reconstituted NLRP3/ASC/caspase-1, beta-gal luminescence, 24 h. inhibition, % at 10 µM;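 active means inhibition of 50% or more; inactive means inhibition below 50%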;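 further: plate controls were induced DMSO wells for no effect and uninduced yeast grown without galactose for full effect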
hIAP inh: human IAP inhibitors, primary screen, biochemical, luminescence, uHTS; Intestinal-type alkaline phosphatase (Homo sapiens), P09923; purified IAP, CDP-Star luminescence, 30 min; inhibition, % at 10 µM; hit rate 0.12% among 330,000;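 active means inhibition reaching a set limit with compound at 10 µM in the primary screen, cut at about 35% in these data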;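 further: plate controls were DMSO wells with enzyme for no effect and no-enzyme buffer wells for full effect; values of inactives mirror those of a sister screen read the other way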
mIAP act: activators of mouse IAP, primary screen, biochemical, luminescence, uHTS; muIAP, CDP-Star luminescence, 30 min; stronger effect = higher value; 1 = vehicle-only enzyme signal, 0 = enzyme-free wells; activation factor at 10 µM; hit rate 0.24% among 330,000;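 active means activation factor of at least 2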; further: the source names both 10 and 20 µM as test concentration; values of inactives mirror those of a sister screen read the other way
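System: mouse IAP enzyme. Reagent: CDP-Star chemiluminescent phosphatase substrate. Benchmarks: DMSO wells, no-enzyme wells. Times: 30 min enzyme-substrate-compound incubation at room temperature. Detection: luminescence from enzymatic CDP-Star hydrolysis. Doses: test compounds delivered from DMSO solution.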
mIAP inh: inhibitors of mouse IAP, primary screen, biochemical, luminescence, uHTS. inhibition, % at 10 µM. purified mouse IAP, CDP-Star luminescence, 30 min. AID 2806, 2010. hit rate 0.2% among 330,000. intestinal alkaline phosphatase [Mus musculus];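 active means inhibition of at least 40% at 10 µM in the primary screen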;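 further: plate controls were DMSO with enzyme for no effect and no enzyme wells for full effect; values of inactives mirror those of a sister screen read the other way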
APOBEC3G inh: APOBEC3G DNA deaminase inhibitors, primary screen, biochemical, fluorescence, single-stranded DNA substrate, uHTS; inhibition, % at 20 µM; recombinant A3G, ssDNA deamination FAM/TAMRA fluorescence; hit rate 0.28% among 330,000; AID 493012, 2011;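 active means inhibition of at least 40% at 20 µM, with no more than 30% in the related APOBEC3A deaminase screen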;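 further: plate controls were DMSO wells with A3G for no effect and wells lacking A3G enzyme for full effect; some compounds called inactive have numbers as strong as hits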
Target sequence (Q9HC16 whole entry, looked up): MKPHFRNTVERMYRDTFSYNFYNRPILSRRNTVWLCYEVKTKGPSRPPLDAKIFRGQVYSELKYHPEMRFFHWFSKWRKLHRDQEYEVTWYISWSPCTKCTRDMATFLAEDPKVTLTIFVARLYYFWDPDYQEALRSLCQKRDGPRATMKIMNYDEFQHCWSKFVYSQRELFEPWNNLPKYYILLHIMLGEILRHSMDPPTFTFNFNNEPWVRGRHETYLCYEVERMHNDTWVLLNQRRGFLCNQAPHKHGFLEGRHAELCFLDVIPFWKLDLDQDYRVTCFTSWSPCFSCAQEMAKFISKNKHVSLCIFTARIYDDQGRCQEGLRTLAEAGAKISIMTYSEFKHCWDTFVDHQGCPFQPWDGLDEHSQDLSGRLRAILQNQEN
A3A deaminase: APOBEC3A ssDNA deaminase inhibitors, primary screen, selectivity assay for APOBEC3G inhibitor project, biochemical, FAM/TAMRA oligo cleavage fluorescence; DNA dC->dU-editing enzyme APOBEC-3A (Homo sapiens), P31941; recombinant A3A, FAM/TAMRA ssDNA deamination fluorescence; inhibition, % at 20 µM; hit rate 0.41% among 330,000;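 active means at least 40% inhibition at 20 µM here, with at most 30% in a related deaminase screen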;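 further: plate controls were A3A with DMSO for no effect and wells lacking A3A enzyme for full effect; some results filed as inactive read as strong as hits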
Target sequence (P31941 whole entry, looked up): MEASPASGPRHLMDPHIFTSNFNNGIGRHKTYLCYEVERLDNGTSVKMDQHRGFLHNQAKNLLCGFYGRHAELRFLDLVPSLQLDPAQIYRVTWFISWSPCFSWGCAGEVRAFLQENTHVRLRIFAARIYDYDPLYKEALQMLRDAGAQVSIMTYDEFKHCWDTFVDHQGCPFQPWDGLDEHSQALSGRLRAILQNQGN
The depositor's hits bear a star.

Structure	MIN6 prolif	tim10-1 inh	TIM10 inh	NLRP3 yeast inh	hIAP inh	mIAP act	mIAP inh	APOBEC3G inh	A3A deaminase
COc1ccc(-n2nc(C(=O)NCC(=O)NCCCN3CCC(C)CC3)c3ccccc3c2=O)cc1Cl	-1	7	7	12	-16	0.97	3	-3	7
COc1ccc(NC(=O)CN2CCOCC2)cc1S(=O)(=O)N1CCCCC1	-4	-9	-2	13	-2	0.95	5	-7	-3
c1ccc(Nc2nc(N3CCOCC3)c3ccccc3n2)cc1	-2	6	1	17	14	1	-1	-8	-2
COc1cccc(/C=N/n2nnnc2N)c1OCC#N	2	-4	3	6	-18	1.1	-5	3	-1
C=CCSc1nc(N(CC)CC)c2sccc2n1	-1	44*	19	25	6	1	-4	18	1
CC1(C)CC2(CCCN(C(=S)Nc3ccccc3)C2)CCO1 (stereo not drawn)	-3	2	0	26	6	0.97	2	-9	5
COc1ccc(CC(=O)Nc2cc(S(=O)(=O)N3CCOCC3)ccc2N2CCOCC2)cc1	-4	11	7	4	-5	1.1	-10	-1	2
CC1CCc2sc3ncnc(N4CCN(C)CC4)c3c2C1 (stereo not drawn)	-1	-8	3	-1	-6	1	0	-7	-4
C/C(=N\NC(=O)COc1ccc(C(C)(C)C)cc1)c1ccc(-n2ccnc2)cc1	-5	0	2	-3	-18	0.9	10	0	0
O=C(N/N=C\c1c(O)ccc2ccccc12)c1ccc(O)cc1	-5	-7	-2	11	-41	0.82	18	3	4

One compound at a time, from the list above:
O=C(N/N=C\c1c(O)ccc2ccccc12)c1ccc(O)cc1 reads MIN6 prolif: -5; tim10-1 inh: -7; TIM10 inh: -2; NLRP3 yeast inh: 11; hIAP inh: -41; mIAP act: 0.82; mIAP inh: 18; APOBEC3G inh: 3; A3A deaminase: 4
COc1ccc(NC(=O)CN2CCOCC2)cc1S(=O)(=O)N1CCCCC1 reads MIN6 prolif: -4; tim10-1 inh: -9; TIM10 inh: -2; NLRP3 yeast inh: 13; hIAP inh: -2; mIAP act: 0.95; mIAP inh: 5; APOBEC3G inh: -7; A3A deaminase: -3

The listing picks up, starting five compounds before the break.
Structure	MIN6 prolif	tim10-1 inh	TIM10 inh	NLRP3 yeast inh	hIAP inh	mIAP act	mIAP inh	APOBEC3G inh	A3A deaminase
CC1(C)CC2(CCCN(C(=S)Nc3ccccc3)C2)CCO1 (stereo not drawn)	-3	2	0	26	6	0.97	2	-9	5
COc1ccc(CC(=O)Nc2cc(S(=O)(=O)N3CCOCC3)ccc2N2CCOCC2)cc1	-4	11	7	4	-5	1.1	-10	-1	2
CC1CCc2sc3ncnc(N4CCN(C)CC4)c3c2C1 (stereo not drawn)	-1	-8	3	-1	-6	1	0	-7	-4
C/C(=N\NC(=O)COc1ccc(C(C)(C)C)cc1)c1ccc(-n2ccnc2)cc1	-5	0	2	-3	-18	0.9	10	0	0
O=C(N/N=C\c1c(O)ccc2ccccc12)c1ccc(O)cc1	-5	-7	-2	11	-41	0.82	18	3	4
COc1ccccc1N/C(N)=N/c1nc(CSc2nc3ccccc3s2)cc(=O)[nH]1	0	2	4	15	13	1.1	-10	1	5
COc1cnn(-c2cccc(C)c2)c(=O)c1Cl	-5	-25	-12	2	19	0.89	11	-5	-3
CN1CCN(C(CNC(=O)Nc2ccc(Cl)cc2)c2ccc(F)cc2)CC1 (stereo not drawn)	3	-10	-1	-6	3	1.2	-21	-2	1
CCN(CC)c1ccc(NS(=O)(=O)c2cn(C)c(=O)n(C)c2=O)c(C)c1	5	-4	-3	6	3	1	-1	-3	-3
C/C=C(\C)CN1CCC(n2nccc2NC(=O)CCc2ccccc2)CC1	-1	-3	-5	10	-16	1.1	-5	-3	-5
Cc1ccc(S(=O)(=O)N2CCOCC2)cc1C(=O)N1CCN(c2ccc(C(F)(F)F)cn2)CC1	-2	11	5	9	-13	1.1	-5	-4	1
Cc1ccc(CNC(=O)CC(C)S(=O)(=O)c2ccc3c(c2)NC(=O)CO3)cc1 (stereo not drawn)	-2	17	-6	-4	12	1	0	0	-2
COc1ccc(CN(N=O)C2CC(=O)N(c3ccc(OC)cc3)C2=O)cc1 (stereo not drawn)	-1	17	29	-7	-2	0.95	5	-12	-6
CC(C)OP(=O)(OC(C)C)C1(O)C(=O)Nc2ccc(Br)cc21 (stereo not drawn)	-2	20	18	7	-3	1	-1	-1	0
O=C(CSc1nnc(-c2ccccc2)n1Cc1ccco1)Nc1ccc(S(=O)(=O)N2CCCC2)cc1	-3	34	-3	11	2	1	0	-4	0
CCCc1ncc(CN2CCC(C(=O)Nc3cccc(-c4cscn4)c3)CC2)cn1	1	-8	8	12	-2	1.1	-13	-1	-3
CCOC(=O)[C@H]1[C@H]2COc3ccc(C)cc3[C@@H]2N2C(=O)c3cc(Cl)ccc3NC(=O)[C@@]12C	-6	40*	23	-1	-12	1	0	-10	-6
O=C(N/N=C/C=C\c1ccccc1[N+](=O)[O-])c1ccco1	0	7	-7	24	-17	1	0	0	2
CCOC(=O)CC(NC(=O)Cc1cccs1)c1ccccc1Cl (stereo not drawn)	-1	30	14	0	-19	0.99	1	-2	5
CCc1cc2c(NCCC(=O)O)ncnc2s1	0	5	-2	10	0	0.94	6	1	0
CCOC(=O)NN1C(=O)c2ccccc2NC1c1ccc(OC)c(OC)c1 (stereo not drawn)	0	-4	-8	-8	-5	1.1	-7	-3	-1
CCCCN(C)CCNC(=O)C(=O)c1c(C)[nH]c2ccccc12	-2	-2	6	16	6	0.99	1	-4	-1
Cc1cccc(NC(=S)NNC(=O)c2csc3c2CCCC3)c1	-3	45*	43*	33	2	0.85	15	-6	-2
O=S1(=O)CCOC[C@H](Cc2ccccc2)N1Cc1cccc(Cl)c1	5	23	4	26	14	0.96	4	0	3
CCCCOc1ccc(C2C(C(=O)c3ccc(C)o3)=C(O)C(=O)N2Cc2ccco2)cc1 (stereo not drawn)	-4	8	-1	20	-2	0.9	10	-7	-5
c1ccc(-c2csc(-c3ccc(-c4csnn4)cc3)n2)cc1	-2	7	11	17	1	0.93	7	2	1
CCOC(=O)c1cnc2c(C(F)(F)F)cccc2c1NCCCN1CCOCC1	-4	10	5	13	-6	1	-4	-7	-12
Cc1ccc2cccc(OCC(=O)NCc3ccco3)c2n1	1	19	19	-9	16	0.9	10	-6	-1
N/C(Cc1nc(-c2ccc(F)cc2)cs1)=N\O	-4	2	2	-6	-18	0.99	1	-3	-1
COc1cc(C2/C(=C(\O)c3ccc4c(c3)CC(C)O4)C(=O)C(=O)N2CCCn2ccnc2)cc(OC)c1OC (stereo not drawn)	2	3	9	-4	6	0.94	6	-1	-3
CCOC(=O)c1c(C)[nH]c(C(=O)/C(C#N)=C/c2ccc(OC)c(OC)c2)c1C	-4	27	19	-24	7	0.97	3	-14	-9
CC(C)(C)NC(=O)/C=C/c1cccc(C(F)(F)F)c1	0	25	21	14	3	1.1	-6	-9	-1
CC1CN(C(=O)c2cccc(COc3ccc(Br)cc3)c2)CC(C)O1 (stereo not drawn)	-4	21	-4	17	5	1.1	-6	-5	-2
Cn1c(SCc2ccccc2)nnc1-c1ccc2c(c1)OCO2	-3	16	12	17	17	1	-2	-9	-4
COc1ccc(/C(C)=N/NC(=O)CNC(=O)C2COc3ccccc3O2)c(OC)c1 (stereo not drawn)	-1	12	0	12	-6	1.1	-5	13	2

Taken from above:
Cn1c(SCc2ccccc2)nnc1-c1ccc2c(c1)OCO2 in TIM10 inh has 12
Cc1ccc2cccc(OCC(=O)NCc3ccco3)c2n1 in TIM10 inh has 19
CCOC(=O)c1cnc2c(C(F)(F)F)cccc2c1NCCCN1CCOCC1 in TIM10 inh has 5
CC1CN(C(=O)c2cccc(COc3ccc(Br)cc3)c2)CC(C)O1 (stereo not drawn) in tim10-1 inh has 21

Following part
Structure	MIN6 prolif	tim10-1 inh	TIM10 inh	NLRP3 yeast inh	hIAP inh	mIAP act	mIAP inh	APOBEC3G inh	A3A deaminase
O=C(NCCc1ccccc1)C1CCN(Cc2ccccc2F)CC1	0	-4	9	15	-1	1.1	-10	-7	-5
CCSc1ncc(C)cc1[N+](=O)[O-]	0	10	-10	12	5	0.96	4	-7	0
CCOc1ccc2nc(SC(C)C(N)=O)[nH]c2c1 (stereo not drawn)	-2	-6	22	0	-18	1.2	-22	-8	-5
CCc1nc(SCc2cccnc2)c2c(=O)n(C)c(=O)n(C)c2n1	5	-2	-6	53*	6	0.95	5	-5	-3
COc1cc(C2/C(=C(/O)c3ccc(OCC(C)C)cc3)C(=O)C(=O)N2CCN(C)C)ccc1O (stereo not drawn)	-3	13	-4	8	-7	1.1	-10	-8	-9
NC(=S)NC1CC2C=CC1C2 (stereo not drawn)	-2	6	13	8	-7	0.95	4	-6	-4
CS(=O)(=O)N1CCc2nc(-c3ccccc3)sc2C1	-4	-7	-9	14	-4	0.94	6	-7	-2
CCn1c2ccc(C)cc2c2nnc(SCCN3CCCCC3)nc21	4	2	13	15	4	0.95	5	-4	-1
Cc1ccc2c(c1)N(Cc1cccc(Cl)c1)C(=O)c1cccnc1O2	-3	-4	17	4	-3	0.93	7	-8	-4
COC(=O)c1ccc(C2c3c(oc4ccc(F)cc4c3=O)C(=O)N2CCO)cc1 (stereo not drawn)	-1	-12	-10	5	6	1.2	-20	-7	-7
O=C(Nc1ccc(N2CCCCC2)c(Cl)c1)c1cccnc1	-1	25	16	4	10	0.83	17	8	4
COc1cc(OC)c(N2CC(C(=O)Nc3cccc(C(=O)NC4CC4)c3)CC2=O)cc1Cl (stereo not drawn)	-3	-1	82*	-10	-6	0.95	5	-10	-2
CCN(CC)S(=O)(=O)c1ccc(Cl)c(NC(=O)c2ccccc2C)c1	1	-3	-9	10	-7	1.1	-8	-7	-9
CCNc1ccc2c(Cl)cc(=O)oc2c1	-1	4	2	4	7	1.1	-6	-4	0
CC(=O)c1cccc(CN2CCc3ccc(NC(=O)C4CCCO4)cc3C2)c1 (stereo not drawn)	2	2	3	18	-19	1	-2	-5	-1
CC(C)c1onc(C(=O)NCc2ccc(F)cc2)c1[N+](=O)[O-]	0	24	17	19	2	0.79	21	-5	-1
O=C(COC(=O)c1cc[n+]([O-])cc1)Nc1cc([N+](=O)[O-])ccc1Cl	-3	-3	-13	31	-2	1	-1	-13	1

Bioassay records (PubChem)
